# Compound activity deposited in PubChem BioAssay by The Scripps Research Institute Molecular Screening Center.
# GPR119 activation = off-target GPR119 activation – cell-based, PathHunter beta-arrestin, luminescence, set 2, counter-screen for GPR151 activator project, confirmation (AID 1508607); Glucose-dependent insulinotropic receptor (Homo sapiens); GPR119 PathHunter beta-arrestin cells, luminescence, 90 min; stronger effect = higher value; activation, % at 11.2 µM; 2,300 tested, 0.9% active;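 active means mean percent activation across replicates above the counterscreen hit cutoff of 9.17%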;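 further: 0% = median of sample wells and 100% = wells given EA reagent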
# GPR151 beta-arrestin = GPR151 activators, triplicate retest, confirmation, cell-based, PathHunter beta-arrestin, luminescence, set 2 (AID 1508608); 2,300 tested, 0.9% active; GPR151 PathHunter beta-arrestin cells, luminescence, 90 min; stronger effect = higher value; 100% = signal from added EA reagent; activation, % at 11.2 µM;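 active means mean activation across replicates above 26.72%, the hit cutoff set for this confirmation screen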;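 further: 0% = plate median of compound wells and 100% = EA reagent high control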
# * marks the source's active call; other numbers are inactive results; & = joins results of further samples. Some of the compounds tested; count on the stated rates, not on these rows.
SMILES,GPR119 activation,GPR151 beta-arrestin
CCSCCOC(=O)C1=C(C)NC(=O)NC1c1ccc(OC(F)(F)F)cc1 (configuration not stated),0.4,13
CC1CCN(c2ncnc3sc4c(c23)CCC(C)C4)CC1 (configuration not stated),3.5,9.6
NC(=O)C1(N2CCCCC2)CCN(C(=O)Nc2ccccc2C(F)(F)F)CC1,-0.9,1.2
CN(c1ccc(Br)cc1)S(=O)(=O)c1cccc2cccnc12,1.4,4.8
Cc1cccc(NC(=O)Cc2c(F)cccc2Cl)n1,-0.3,-3.6
O=C(CCC(=O)Nc1ccc(F)cc1)N/N=C/c1cccc([N+](=O)[O-])c1,-1.5,4.8
COc1ccc(/C=N/Nc2nc(-c3ccc(F)cc3)cs2)cc1,-2.4,2.9
CCN(CC)C(=O)Cn1c(=O)n(-c2ccccc2)c(=O)n1CC(=O)N(CC)CC,0.6,-1.5
CCCCNC(=O)C1(c2ccccc2)CCCC1,1.5,-1.6
COC(=O)CC1C(=O)NCCN1Cc1nc(N2CCCC2)c2cc(OC)c(OC)cc2n1 (configuration not stated),3.1,-2.6
CC[n+]1cc(C)ccc1/C=C/c1ccc(N(C)C)cc1,-0.4,4.8
O=C(CNc1ccccc1)N/N=C/c1cc([N+](=O)[O-])ccc1O,-3.9,-7.8
Cc1cc(C)cc(NC(=O)c2cc3c(CO)cnc(C)c3oc2=O)c1,0.5,0.0
CN(C)CCNc1ccc2ncc(-c3ccsc3)n2n1,1.7,5.1
O=C(NCc1ccccc1Cl)C1CCCN(C(=O)N2CCOc3ccccc32)C1 (configuration not stated),3.3,0.2
CC1=C(C(=O)OCc2ccccc2)C(c2ccsc2)NC(=O)N1C (configuration not stated),3.9,-4.1
COC(=O)c1c(C)oc2cc(Br)c(O)cc12,-0.2,-2.7
COc1cc(OC)c(OC)cc1/C=C/c1cc(C(F)(F)F)[nH]c(=O)n1,2.6,-1.9
CCOC(=O)c1c(NC(=O)CSc2nnc(CNC(=O)c3ccc(OC)cc3)n2C)sc2c1CCCC2,3.2,1.3
CCOC(=O)/C(=C/c1ccc(Br)cc1)c1nnc(N)s1,2.3,-4.9
Cc1noc(C)c1S(=O)(=O)N1CCC(C(=O)N2CCCCC2C)CC1 (configuration not stated),-0.4,-1.1
CCc1n(CC(O)COCc2ccccc2)c2ccccc2[n+]1C (configuration not stated),2.5,4.7
CCC1CN(CCNC(=O)CC2CCCC2)Cc2cc(OC)ccc2O1 (configuration not stated),1.7,3.1
Cc1ccccc1NC(C)C(=O)N/N=C/c1c[nH]c2ccccc12 (configuration not stated),-2.4,-5.5
CC(NC(=O)c1ccco1)c1nnc2n1CCN(Cc1cnc(-c3ccccc3)s1)CC2 (configuration not stated),-0.1,2.4
CCOC(=O)c1c(NC(=O)CSc2nnc3sc4ccccc4n23)sc2c1CCC2,4.0,0.9
CCN(CC)c1nc(C)nc2sc(C(=O)O)c(C)c12,-0.1,1.6
COc1cc(/C=N/NC(=O)C2(O)c3ccccc3-c3ccccc32)ccc1O,-1.0,-2.8
CN(CC(=O)N1CCCc2c1c(=O)oc1ccc(O)cc21)Cc1ccccc1,-3.4,-2.9
COc1ccc(NC(=O)c2sc(=S)n3c2[nH]c(=O)c2sccc23)cc1OC,-2.0,-1.8
C/C(=N/NC(=O)CNC(=O)c1ccccc1F)c1cccc([N+](=O)[O-])c1,-2.5,-2.8
COc1ccc(-c2nc3cc(C)ccn3c2NCC2CCCO2)cc1OC (configuration not stated),-0.1,-1.1
Cc1ccc2c(c1)c(=O)c1ccccc1n2CC(=O)Nc1cccc(Cl)c1C,-2.1,-4.5
O=c1cc(N2CCC3(CC2)OCCO3)[nH]c(=O)n1-c1ccc(Br)cc1,0.3,-4.4
Cc1onc(-c2ccccc2Cl)c1C(=O)NCc1cccs1,2.6,3.6
CSc1nccc(-c2cc(Cl)c3c(c2)CC(CNC(=O)c2ccoc2)O3)n1 (configuration not stated),4.2,13
CCOC(=O)CC(c1ccccc1)S(=O)(=O)O (configuration not stated),2.0,4.2
N#CC1=C2SCN(c3ccccc3)CN2C(=O)CC1c1ccc([N+](=O)[O-])cc1 (configuration not stated),-2.6,7.2
Cc1cc(C)n(C(=O)C2CCCN2S(=O)(=O)c2ccccc2)n1 (configuration not stated),0.3,-0.8
CC(C)CC(=O)N(c1ccccc1)C1C=CS(=O)(=O)C1 (configuration not stated),-1.3,2.4
CS(=O)(=O)c1nsc2nc(=O)c(/C=C3\C=Nc4ccccc43)c(N)n12,0.8,7.2
CC1=CC(C(F)(F)F)(C(F)(F)F)C(C#N)=C(N)N1c1sc2c(c1C#N)CCCC2,0.3,1.2
CN1C(=O)C(=Cc2nc3ccccc3c(=O)n2-c2ccc([N+](=O)[O-])cc2)c2cc(Br)ccc21,-1.1,12
O=C1c2cc(N3CCOCC3)c([N+](=O)[O-])cc2C(=O)N1Cc1ccccn1,3.1,7.1
CCOC(=O)c1cnc2c(OC)cccc2c1NC1CCCCC1,-0.5,17
COC(=O)C1=C(C)N=c2s/c(=C\c3ccccc3OC)c(=O)n2C1c1ccc(C(C)C)cc1 (configuration not stated),4.2,1.3
Cc1c(N=Cc2ccc(N3CCCCC3)c([N+](=O)[O-])c2)c(=O)n(-c2ccccc2)n1C,-1.8,5.2
COC(=O)/C(=C/c1cccc([N+](=O)[O-])c1)C(C)=O,-5.6,-2.2
Cc1cccc(Cn2c(=O)c3ccccc3n3nncc23)c1,3.4,0.5
COc1ccc(CN(CC2CCCO2)C(=O)CN2C(=O)COc3ccccc32)cc1OC (configuration not stated),-1.1,-4.3

# Continuation.
SMILES,GPR119 activation,GPR151 beta-arrestin
CN1CCCC(n2nc(Cc3ccc(Cl)cc3)c3ccccc3c2=O)CC1 (configuration not stated),5.8&7.3,14&6.2
O=C(Nc1ccccc1)c1ccccc1OCC(O)CN1CCN(CC(O)COc2ccccc2C(=O)Nc2ccccc2)CC1 (configuration not stated),-3.2,-1.4
Cn1c(COc2ccc(Cl)cc2)nnc1SCC(=O)NCC(F)(F)F,-0.1,1.2
COC1=C/C(=C/c2c(N)n3nc(S(=O)(=O)CC(C)C)sc3nc2=O)C=CC1=O,0.8,-5.0
O=C(c1cnn(-c2ccccc2)c1-n1cccc1)N1CCCC(C(=O)N2CCCC2)C1 (configuration not stated),2.5,-1.9
COc1ccc(C(CC(=O)O)NC(=O)CCCCCN2C(=O)c3ccccc3C2=O)cc1 (configuration not stated),2.3,-1.9
C=CCOC(=O)C1=C(C)N2CCSC2=C(C#N)C1c1ccco1 (configuration not stated),-2.0,-5.1
O=C(N/N=C/c1c(O)ccc2ccccc12)c1ncn[nH]1,-1.3,-2.6
O=C(c1ccc(OC2CCN(Cc3ccccn3)CC2)cc1)N1CCSCC1,1.1,1.1
Cc1nc(S(=O)(=O)N2CCOCC2)c(C#N)c(C)c1Cl,4.6,2.6
O=C(Nc1nc2c(s1)-c1cccc3cccc-2c13)C1CC1,-1.6,-2.9
COc1ccc(C2C=C(c3ccccc3)Nc3nc(NS(C)(=O)=O)nn32)cc1 (configuration not stated),4.3,1.9
CC1CCCCC1NC(=O)CCN1C(=O)C2C3C=CC(C3)C2C1=O (configuration not stated),1.3,-1.6
CC(=O)Cn1c(C(=O)O)c(-n2cccc2)c2cc(C)ccc21,-1.5,-8.0
COc1ccccc1C(=O)COC(=O)C1(C)CC1(Cl)Cl (configuration not stated),5.9,9.9
CCC1CN(CCNC(=O)c2ccc(C(C)=O)s2)Cc2cc(OC)ccc2O1 (configuration not stated),2.7,4.0
COc1ccccc1CN[C@H]1C[C@H]2C(=O)N[C@@H](CC(C)C)C(=O)N2C1,-1.9,-5.2
CCOC(=O)CCCN(Cc1ccc(F)cc1)S(=O)(=O)c1ccc(F)c(C)c1,0.5,2.1
CSc1ccc(/C=C/C2=CC(C)(C)NC(=S)N2)cc1,1.1,-0.9
CC(=O)Nc1cccc(/C(C)=N/NC(=O)CCSc2ccccc2)c1,-3.5,-7.0
Cn1c(=O)[nH]c(=O)c2c1nc(CN1CCN(Cc3ccccc3)CC1)n2CCCO,-1.3,-0.4
O=C(NCCc1nnc2n1CCN(Cc1ccccc1-c1ccco1)CC2)C1CCCO1 (configuration not stated),0.5,-0.2
COc1cccc(-c2nc(CS(=O)(=O)CC(=O)Nc3ccc(Cl)cc3)c(C)o2)c1,-1.2,-3.9
O=C(CN1CCN(Cc2ccc(Cl)cc2)C1=O)NC1CCCCCC1,-0.5,4.8
COC(=O)c1ccc(Nc2ncnc3c2cnn3-c2ccc(C)cc2C)cc1,2.9,9.5
O=C(O)COc1ccccc1/C=N/NC(=O)c1ccc([N+](=O)[O-])cc1,-3.5,-5.5
COc1ccc2ncc(S(=O)(=O)c3ccc(C)cc3)c(N3CCC(C(N)=O)CC3)c2c1,-2.4,5.0
COc1cc([N+](=O)[O-])ccc1NC(=O)c1cccc(Br)c1,-1.0,0.2

# Already shown: 21 of the compounds above.
SMILES,GPR119 activation,GPR151 beta-arrestin
O=C(N/N=C/c1c(O)ccc2ccccc12)c1ncn[nH]1,-1.3,-2.6
O=C(c1ccc(OC2CCN(Cc3ccccn3)CC2)cc1)N1CCSCC1,1.1,1.1
Cc1nc(S(=O)(=O)N2CCOCC2)c(C#N)c(C)c1Cl,4.6,2.6
O=C(Nc1nc2c(s1)-c1cccc3cccc-2c13)C1CC1,-1.6,-2.9
COc1ccc(C2C=C(c3ccccc3)Nc3nc(NS(C)(=O)=O)nn32)cc1 (configuration not stated),4.3,1.9
CC1CCCCC1NC(=O)CCN1C(=O)C2C3C=CC(C3)C2C1=O (configuration not stated),1.3,-1.6
CC(=O)Cn1c(C(=O)O)c(-n2cccc2)c2cc(C)ccc21,-1.5,-8.0
COc1ccccc1C(=O)COC(=O)C1(C)CC1(Cl)Cl (configuration not stated),5.9,9.9
CCC1CN(CCNC(=O)c2ccc(C(C)=O)s2)Cc2cc(OC)ccc2O1 (configuration not stated),2.7,4.0
COc1ccccc1CN[C@H]1C[C@H]2C(=O)N[C@@H](CC(C)C)C(=O)N2C1,-1.9,-5.2
CCOC(=O)CCCN(Cc1ccc(F)cc1)S(=O)(=O)c1ccc(F)c(C)c1,0.5,2.1
CSc1ccc(/C=C/C2=CC(C)(C)NC(=S)N2)cc1,1.1,-0.9
CC(=O)Nc1cccc(/C(C)=N/NC(=O)CCSc2ccccc2)c1,-3.5,-7.0
Cn1c(=O)[nH]c(=O)c2c1nc(CN1CCN(Cc3ccccc3)CC1)n2CCCO,-1.3,-0.4
O=C(NCCc1nnc2n1CCN(Cc1ccccc1-c1ccco1)CC2)C1CCCO1 (configuration not stated),0.5,-0.2
COc1cccc(-c2nc(CS(=O)(=O)CC(=O)Nc3ccc(Cl)cc3)c(C)o2)c1,-1.2,-3.9
O=C(CN1CCN(Cc2ccc(Cl)cc2)C1=O)NC1CCCCCC1,-0.5,4.8
COC(=O)c1ccc(Nc2ncnc3c2cnn3-c2ccc(C)cc2C)cc1,2.9,9.5
O=C(O)COc1ccccc1/C=N/NC(=O)c1ccc([N+](=O)[O-])cc1,-3.5,-5.5
COc1ccc2ncc(S(=O)(=O)c3ccc(C)cc3)c(N3CCC(C(N)=O)CC3)c2c1,-2.4,5.0
COc1cc([N+](=O)[O-])ccc1NC(=O)c1cccc(Br)c1,-1.0,0.2
